Bioassay records from PubChem.
CCHF vOTU inh: blocks the CCHF virus ovarian tumor domain protease | CCHFV vOTU protease, Pep-AMC fluorescence | inhibition, % at 11.5 µM | 370,000 tested, 0.55% active; further: 0% = vehicle wells with enzyme and 100% = no enzyme wells
GDH-TPI counter: counter-screen for M. tuberculosis FBA inhibitors: GDH-TPI coupled enzymes; GDH-TPI coupled enzyme counterscreen, NADH absorbance; inhibition, % at 4.8 µM; 360,000 tested, 1.2% active; AID 588335;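 further: 0% = DMSO wells and 100% = wells lacking the enzyme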
FadD28 binding: M. tuberculosis FadD28 bisubstrate binding inhibition; FadD28 bisubstrate probe binding, fluorescence polarization; inhibition, % at 12.5 µM; 360,000 tested, 0.22% active; in the data active means inhibition above about 8.5%, passing the limit was not always enough; inconclusive means no clear call, values can overlap the other calls
BioA inh: BioA (M. tuberculosis) enzyme inhibition | purified M. tuberculosis BioA enzyme, plate reader | inhibition, % at 9.99 µM | 360,000 tested, 0.096% active; in the data active means inhibition above about 40%; inconclusive means no clear call, values can overlap the other calls
Rv3671c inh: inhibits the M. tuberculosis serine protease Rv3671c | 320,000 tested, 0.048% active | inhibition, % at 5.96 µM; in the data active means inhibition above about 38%;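 further: extracellular domain of Rv3671c used as enzyme; 0% = enzyme with DMSO and 100% = no enzyme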
Target sequence (P9WHR9 whole entry, looked up, the tested form may be a part): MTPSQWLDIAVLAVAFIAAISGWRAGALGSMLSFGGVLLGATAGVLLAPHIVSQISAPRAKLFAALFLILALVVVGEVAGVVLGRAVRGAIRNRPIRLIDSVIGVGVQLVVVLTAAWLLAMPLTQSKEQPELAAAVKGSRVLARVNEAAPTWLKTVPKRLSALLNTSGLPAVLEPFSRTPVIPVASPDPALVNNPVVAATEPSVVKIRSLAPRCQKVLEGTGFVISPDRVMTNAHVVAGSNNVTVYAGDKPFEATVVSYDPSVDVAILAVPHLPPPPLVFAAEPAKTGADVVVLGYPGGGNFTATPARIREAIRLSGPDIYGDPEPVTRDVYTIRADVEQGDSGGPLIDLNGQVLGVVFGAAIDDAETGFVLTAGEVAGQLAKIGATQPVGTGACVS
Mtb UGM inh: Mtb UDP-galactopyranose mutase inhibition; P9WIQ1; purified UGM, fluorescence polarization probe displacement; inhibition, % at 10 µM; 320,000 tested, 0.06% active; AID 504406; in the data active means inhibition above about 10%, passing the limit was not always enough; inconclusive means no clear call, values can overlap the other calls
Target sequence (P9WIQ1 whole entry, looked up): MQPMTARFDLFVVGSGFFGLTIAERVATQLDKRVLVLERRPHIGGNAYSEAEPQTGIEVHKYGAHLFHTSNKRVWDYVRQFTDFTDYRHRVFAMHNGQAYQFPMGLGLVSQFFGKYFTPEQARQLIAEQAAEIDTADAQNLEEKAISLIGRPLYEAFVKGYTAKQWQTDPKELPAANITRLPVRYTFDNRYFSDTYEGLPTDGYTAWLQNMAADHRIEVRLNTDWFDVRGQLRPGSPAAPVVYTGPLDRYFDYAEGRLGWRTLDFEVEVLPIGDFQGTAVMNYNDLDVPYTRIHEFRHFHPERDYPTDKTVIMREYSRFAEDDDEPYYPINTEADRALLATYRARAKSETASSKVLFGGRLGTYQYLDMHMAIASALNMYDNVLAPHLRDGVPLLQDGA
Mtb FBA inh: inhibitors of M. tuberculosis fructose-bisphosphate aldolase | purified M. tuberculosis FBA, fluorescence read-out | inhibition, % at 1 µM | 360,000 tested, 2.3% active | P9WQA3 | AID 588726; in the data active means inhibition above about 27%;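 further: 0% = vehicle and 100% = reference inhibitor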
MazF activator: increases E. coli MazEF RNase cleavage of RNA; P0AE70; FAM/BHQ RNA-DNA oligo cleavage fluorescence, 5 h; activation, % at 20 µM; 350,000 tested, 0.32% active; in the data active means activation above about 50%
BoNT F protease: BoNT F light chain protease inhibition; Multiplex microsphere protease cleavage assay, flow cytometry; AID 588497; 360,000 tested, 0.22% active; inhibition, % at 10 µM; in the data active means inhibition above about 35%, passing the limit was not always enough; inconclusive means no clear call, values can overlap the other calls; further: plate controls were buffer without enzyme for full effect and enzyme alone for no effect
DUSP3 inh: inhibitors of human VHR1 phosphatase (DUSP3) | inhibition, % at 13.3 µM | 290,000 tested, 0.52% active | recombinant VHR phosphatase, pNPP absorbance | AID 1654 | P51452; in the data active means inhibition above about 50%; further: some compounds called inactive have numbers as strong as hits
Target sequence (P51452 whole entry, looked up): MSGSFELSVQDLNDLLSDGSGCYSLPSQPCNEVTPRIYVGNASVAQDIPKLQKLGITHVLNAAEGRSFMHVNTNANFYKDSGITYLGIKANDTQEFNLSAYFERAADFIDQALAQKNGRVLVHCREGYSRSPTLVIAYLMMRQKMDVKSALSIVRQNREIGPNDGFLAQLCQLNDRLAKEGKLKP
Numbers without * were called inactive; ? = inconclusive; nt = not tested or not shown; & = joins results of further samples. Unless noted, no stated cut-off is given here; in the data, active means inhibition above about 30%; inactive means the rest.

Molecule,CCHF vOTU inh,GDH-TPI counter,FadD28 binding,BioA inh,Rv3671c inh,Mtb UGM inh,Mtb FBA inh,MazF activator,BoNT F protease,DUSP3 inh
CCc1cc(-c2nnn(CCC3COCCO3)c2C(C)(C)O)ccc1-c1cn(CCc2c[nH]c3ccccc23)nn1 (stereo not drawn),-3,0,3.5,1.2,nt,nt,-2,-2,-7,nt
CCOC(=O)N1CCN(S(=O)(=O)N2CCCC(C(=O)NCc3cccc(OC)c3)C2)CC1 (stereo not drawn),-11,12,-1.1,-0.2,-5,1.2,6,6,-4,4
Cc1ccc(-c2nnn(CC(=O)N(c3cnc4ccccc4c3)C(C(=O)NC3CCCC3)c3ccncc3)n2)o1 (stereo not drawn),-2,3,-0.9,nt,-18,-0.1,6,-9,-1,7
CC(C)CC(Nc1ncnc2scc(-c3ccccc3)c12)C(=O)O (stereo not drawn),-3,-1,0.4,-0.5,1,-1.0,2,4,6,25
Cc1ccccc1-c1cc2c(c3c1ccn3C)C1CCC2O1 (stereo not drawn),13,nt,1.0,0.7,nt,nt,25,nt,5,nt
O=C(CN(c1ccccc1)S(=O)(=O)c1ccccc1)Nc1ccc(F)cc1,-12,7,0.8,-0.5,-1,0.4,3,-4,6,23
COc1ccc2oc3ccccc3c(=O)c2c1,-120,10,-1.2,-0.9,-8,-2.8,101*,7,1,31
O=S(=O)(Nc1ncccn1)c1ccc(NC(=S)NCc2cccnc2)cc1,-4,-3,-3.4,nt,0,0.4,1,3,3,22
Cc1ccc(S(=O)(=O)/C(C#N)=C/c2c(N3CC(C)OC(C)C3)nc3ccccn3c2=O)cc1 (stereo not drawn),7,9,-1.1,-0.8,-2,0.1,-3,1,nt,27
CCCS(=O)(=O)NC(=O)C1(C)CCN(C(=O)/C=C/c2ccccc2)C1 (stereo not drawn),nt,4,-3.5,-1.6,nt,nt,-4,nt,-4,nt
COc1ccc(NC(=O)COc2ccccc2Cc2ccccc2)cc1S(N)(=O)=O,-3,-8,-26,2.5,-10,0.2,-1,4,-5,-3
N#CCCn1cc(/C=N/O)c(-c2ccccc2)n1,1,7,-2.5,-2.7,5,-3.8,1,5,0,-24
CCN1CCN(CC(O)COCCOc2ccc(Br)cc2)CC1 (stereo not drawn),3,-3,-3.3,nt,4,-0.1,-2,3,0,-8
O=C(c1cccnc1)C1CCCN(Cc2nc(Cc3ccccc3)no2)C1 (stereo not drawn),4,4,-1.4,nt,1,0.1,2,0,-8,26
CCCCN(C(=O)Nc1ccc(OCC)cc1)C1CCN(C(C)=O)CC1,-27,5,-2.9,-1.4,2,1.7,3,3,-5,31
Cc1cc(NC(=O)c2cccc(COc3ccc(Br)cc3)c2)no1,-1,2,-2.7,-2.5,-8,3.0,-2,5,-4,3
Cc1ccc(S(=O)(=O)N=S(CCO)CCO)cc1,-5,10,-1.0,nt,-4,-0.7,-1,4,-3,1
COc1ccc(CCN2CC(C(=O)NCc3ccco3)CC2=O)cc1OC (stereo not drawn),8,3,-1.4,0.4,-2,-1.2,-2,-1,0,0
Cc1nc(Nc2ccc(S(=O)(=O)N3CCCC3)cc2)c2nnn(Cc3ccccc3)c2n1,-9,5,-1.4,nt,7,-0.5,4,12,0,37
Cc1cccc(Nc2nc(N)c([N+](=O)[O-])c(N3CCCC(C)C3)n2)c1 (stereo not drawn),31*,8,-5.7,nt,-14,-2.1,-2,1,-7,13
O=C(CN1C(=O)CC(c2ccccc2)Sc2ccccc21)NCC1CCCO1 (stereo not drawn),-2,12,-1.3,0.1,-5,1.4,-1,-6,-2,31
O=C1NC2(CCCC2)Oc2ccccc21,15,6,-1.5,-1.3,-1,-0.6,2,-2,-3,4
CCCCCCCN1C(Nc2ccccc2)=NC[C@@H]1CC(C)C,21,6,-1.5,1.5,-1,2.3,4,16,-11,5
CC(=O)c1cccc(CN2CCC(C(=O)Nc3cccc(-c4ccn[nH]4)c3)CC2)c1,-1,12,-1.5,0.0,-20,0.5,-3,-5,-4,13
O=C(COC(=O)Cc1ccccc1[N+](=O)[O-])NCc1ccccc1Cl,-4,4,-2.1,nt,1,-1.8,-1,0,0,-5
NNC(=O)C1CC(O)CN1S(=O)(=O)c1ccc(Cl)cc1 (stereo not drawn),1,-1,-1.2,0.0,0,-2.3,2,5,-5,24
CC(=O)N1CCN(C(=S)c2ccc([N+](=O)[O-])cc2)CC1,7,-4,-3.6,-1.1,-1,0.9,-2,-1,7,-20
COC(=O)/C=C/C(=O)NCc1ccco1,-13,9,-0.5,1.2,3,-1.3,-1,9,0,12
CCCC(C(=O)NCCC(C)C)N(Cc1ccc(OC)cc1)C(=O)c1snc(C(N)=O)c1N (stereo not drawn),6,1,-2.7,1.8,-8,-0.6,2,4,-30,-7
CC1(C)N=C(N)NC(Nc2ccc(Br)cc2)=N1,2,-3,-2.9,-1.1,-3,0.7,1,5,-3,-2
CC1(C)CC(=O)C=C(CN2C(=O)c3ccccc3C2=O)C1=O,0,5,-2.4,-0.7,5,5.2,-2,7,-4,nt
Cc1ccc(CN2CCN(CC(=O)NCCCN3CCN(c4ccc(F)cc4)CC3)C2=O)cc1,2,2,-3.5,-1.3,-6,-1.2,-2,3,-11,31
Cc1cc(C(=O)COC(=O)CC2Sc3ccccc3NC2=O)c(C)n1-c1ccc(Br)cc1 (stereo not drawn),8,12,-1.3,nt,-24,0.3,0,-17,-7,4
CC(=O)n1cc([C@H]2C=C(C(=O)NCc3ccccc3)O[C@@H](OCc3ccc(CO)cc3)C2)c2ccccc21,19,3,-7.0,-1.7,-17,-5.1,-2,-15,4,-2
CC1(C)CC(=O)C(CCC(=O)c2ccccc2)C(C)(C)N1 (stereo not drawn),2,5,-1.3,-1.2,1,1.2,0,-1,19,-15
CCOP(=O)(OCC)C1(C(=O)O)CCCC1,0,-1,-0.7,6.2,2,-1.5,0,4,6,20
CCN(CC(=O)Nc1ccc(S(N)(=O)=O)cc1)S(=O)(=O)c1cc(C)ccc1OC,3,-9,-3.0,-0.5,1,0.2,9,5,2,-8
O=C(Oc1ccc2c(c1)OCO2)C12CC3CC(CC(C3)C1)C2,-11,12,-1.3,nt,-5,1.2,-4,2,-9,30
COc1ccccc1NC(=O)CSCC(=O)N1c2ccccc2CCc2ccccc21,11,2,?,nt,3,-3.8,-2,-6,-3,0
COc1ccc(-c2nc3n(c(=O)c2C#N)CCS3)c(OC)c1,-2,7,-0.1,nt,5,1.4,5,5,5,-2
COc1ccc(CCNC(=O)COc2nncc3ccccc23)cc1,-2,-9,-4.6,1.1,-4,0.8,-2,6,-4,-8
COc1ccc2cc(C(=O)C3CCCN(C(=O)C4=NN(C)C(=O)CC4)C3)ccc2c1 (stereo not drawn),-85,11,-3.5,2.4,9,-0.4,63*,8,-6,-15
COc1cc2c(cc1OC)CN(CCC(=O)c1ccc(Br)cc1)CC2,-25,-1,0.5,nt,8,0.8,5,-19,-2,19
CC(=O)Nc1ccc(NC(=O)CSc2nnc(-c3ccco3)o2)cc1,-6,0,-0.9,2.9,5,-0.4,-5,-7,2,4
COc1ccc(Cl)cc1-n1c(N)c(C(N)=O)sc1=S,nt,37*,-2.7,-3.1,0,0.8,1,2,-3,8
CCOCC(=O)Nc1nnc(C2CCCCC2)s1,17,4,0.3,-3.9,-2,1.0,3,0,-20,5
O=C(COc1ncnc2ccccc12)NCCc1ccccc1,15,-4,-0.9,nt,6,-1.8,-1,-4,1,23
Cc1ccc(C(=O)N2CCN(c3ccccn3)CC2)cc1,4,1,-3.9,0.8,6,1.1,2,12,-14,30
COCCCNC(=O)c1cc(C(=O)c2ccccc2Br)c[nH]1,9,4,-1.4,nt,-3,-2.9,-2,0,-1,17
COC(=O)C1=C(NC(=O)c2cccc(OC)c2)CCS1,nt,0,-1.1,0.7,-26,-2.1,1,2,-2,13
COc1cc(Cl)ccc1OCc1cc(C(=O)N2CCN(c3ccccn3)CC2)no1,16,4,-0.6,-0.9,-6,-0.8,0,-6,8,-15
Brc1ccc(-c2nc(-c3ccccn3)no2)o1,11,-1,-2.2,-1.1,1,-0.9,5,4,-6,14
COCCn1c(SC(C)C(=O)Nc2ccc(N3CCOCC3)cc2)nnc1-c1ccncc1 (stereo not drawn),-1,0,-3.9,nt,6,-1.2,-2,1,-5,nt
COc1ccc2c(c1OC)C(=O)N1C2SC[C@H]1C(=O)NC1CC(C)(C)NC(C)(C)C1 (stereo partly drawn),12,-6,0.1,-1.7&0.9,nt,nt,6,11,9,2
O=C(c1ccccc1)N1CCN(c2ccc(N3CCOCC3)nn2)CC1,-45,1,-3.4,4.5,9,0.5,32*,0,-3,nt
CCn1ncc(Br)c1C(=O)Nc1ccccc1C(F)(F)F,-10,0,0.8,-0.6,-6,2.6,1,0,-1,44
Cc1cc2c(=O)n(C)c(SCC(=O)Nc3ccc(F)cc3)nc2s1,3,-1,-4.6,-0.8,nt,nt,0,3,-7,nt
COc1ccccc1NCCC(=O)OCC(=O)NC1CCCC(C)C1C (stereo not drawn),0,5,0.0,nt,-2,-1.0,1,-7,-2,-7
COc1ccc(NC(=O)c2ccc3nc[nH]c3c2)cc1,-6,-9,1.4,14,-8,1.2,6,1,-3,40
CN1CCN(S(=O)(=O)c2cccc(C(=O)Nc3cc(C(F)(F)F)ccc3N3CCCCC3)c2)CC1,-6,-1,-4.3,nt,10,-0.4,-1,-8,nt,nt

The list continues:
Molecule,CCHF vOTU inh,GDH-TPI counter,FadD28 binding,BioA inh,Rv3671c inh,Mtb UGM inh,Mtb FBA inh,MazF activator,BoNT F protease,DUSP3 inh
COc1ccc(Oc2c(C)oc3cc(OC(=O)N4CCOCC4)ccc3c2=O)cc1,1,4,-0.6,1.1,-4,-1.0,1,0,1,-5
COn1c(-c2ccc(C)cc2)nc2ncccc21,-12,1,-2.0,1.2,-5,-3.1,-2,2,8,9
COc1ccc(CCNC(=O)C(=O)NCC2OCCN2S(=O)(=O)c2cccs2)cc1 (stereo not drawn),9,0,-0.1,-1.8,4,-0.9,-3,3,-6,15
CSc1ccccc1NC(=O)c1ccc(N2CCCC2=O)cc1,4,3,0.4,1.3,2,-0.7,0,2,-2,nt
N#Cc1cc([N+](=O)[O-])cnc1N(CCO)CCO,11,30,-1.6,nt,4,-2.5,4,7,-7,1
COC(=O)N(C)C[C@H]1OCc2cnnn2CCCC(=O)N([C@H](C)CO)C[C@H]1C,10,-4,-2.4,-0.2&-0.2,nt,nt,-2,1,-1,nt
CCOc1ccc(NC(=O)CN(C)C(=O)c2cc(C)nc3ccccc23)cc1OCC,-12,4,-1.3,0.5,6,-1.7,5,-22,-10,nt
C/C(=N\Nc1ccc(Cl)c(C(=O)O)c1)c1cc2ccccc2o1,14,31*,-0.6,-0.8,-4,-0.2,-1,-3,0,17
COc1ccc(C(=O)Oc2ccc(/C=N/NC(=O)c3ccccc3OC)cc2[N+](=O)[O-])cc1,15,12,-2.6,-1.0,-7,nt,0,7,-14,25
CC1=C(C(=O)Nc2ccccc2C(=O)NCCCOC(C)C)SCCO1,-8,3,-1.2,nt,2,-0.3,2,-1,3,35

Gathered by group, those above with a CF3 group.
Molecule,CCHF vOTU inh,GDH-TPI counter,FadD28 binding,BioA inh,Rv3671c inh,Mtb UGM inh,Mtb FBA inh,MazF activator,BoNT F protease,DUSP3 inh
CCn1ncc(Br)c1C(=O)Nc1ccccc1C(F)(F)F,-10,0,0.8,-0.6,-6,2.6,1,0,-1,44
CN1CCN(S(=O)(=O)c2cccc(C(=O)Nc3cc(C(F)(F)F)ccc3N3CCCCC3)c2)CC1,-6,-1,-4.3,nt,10,-0.4,-1,-8,nt,nt
